Screening results (PubChem)
SUMO1-SIM PPI: SUMO1-SIM interaction modulation | hit rate 0.33% among 360,000 | inhibition, % at 20 µM | SUMO1 binding to a labelled peptide, TR-FRET, 1 h; in the data active means inhibition above about 37%
Target sequence (P63165 whole entry, looked up): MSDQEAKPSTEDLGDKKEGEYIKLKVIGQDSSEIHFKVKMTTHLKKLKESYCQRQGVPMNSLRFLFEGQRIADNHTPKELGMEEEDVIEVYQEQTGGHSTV
LMPTP inh: LMPTP (human) inhibition; recombinant LMPTP-A, OMFP fluorogenic substrate, fluorescence intensity; inhibition, % at 20 µM; hit rate 0.22% among 360,000; AID 651560;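 active means compounds that cut the enzyme signal by at least half of the control window in the single-dose screen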;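 further: plate controls were DMSO wells with enzyme plus substrate for no effect and substrate without enzyme for full effect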
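Test system: LMPTP-A, protein tyrosine phosphatase of low molecular weight; Input: 0.625 nM enzyme; Incubation: 50 min dark incubation at room temperature; Signal: endpoint fluorescence intensity from OMFP dephosphorylation; Read-out basis: % inhibition versus control wells.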
SKN-1 inh: inhibitors of C. elegans SKN-1 | C. elegans VP596 Pgst-4::GFP/RFP ratio, acrylamide-induced, 24 h | inhibition, % at 21.8 µM | hit rate 0.49% among 360,000;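 active means interference check ratio from 0.5 to 1.5 plus GFP to RFP signal ratio inhibition reaching or exceeding a fixed threshold, cut at about 30% in these data, passing the limit was not always enough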; further: some compounds called inactive have numbers as strong as hits
STEP block: inhibitors of human striatal-enriched phosphatase STEP; P54829; recombinant STEP, OMFP fluorogenic substrate, fluorescence; inhibition, % at 20 µM; hit rate 0.25% among 360,000; AID 588621;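 active means inhibition at 20 µM, scaled per plate between control wells, above about 37%, limit read from the data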;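 further: 0% = DMSO with enzyme and substrate and 100% = substrate only without enzyme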
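Also added – OMFP at 25 µM · Test system – STEP tyrosine phosphatase · Technique – FITC-channel fluorescence of OMFP product · Schedule – 20 min at room temperature, dark · Evaluation – control-normalized % inhibition with plate pattern correction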
NadD inh: NadD (S. aureus) enzyme inhibition. AID 602399. hit rate 0.78% among 360,000. purified NadD enzyme, colorimetric absorbance read-out. inhibition, % at 20 µM; in the data active means inhibition above about 26%; further: some compounds past the cut are filed as inactive
Neddylation inh: inhibitors of human cullin neddylation; calls only at 25 µM; hit rate 0.58% among 360,000; TR-FRET cullin neddylation, biochemical; AID 651699; P61081+Q13564; in the data active means inhibition above about 36%
Target sequence (P61081 whole entry, looked up): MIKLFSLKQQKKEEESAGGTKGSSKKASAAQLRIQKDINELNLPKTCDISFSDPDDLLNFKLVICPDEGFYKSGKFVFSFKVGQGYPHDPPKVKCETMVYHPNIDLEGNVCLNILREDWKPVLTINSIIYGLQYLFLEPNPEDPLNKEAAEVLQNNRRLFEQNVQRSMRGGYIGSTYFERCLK
Target sequence (Q13564 whole entry, looked up): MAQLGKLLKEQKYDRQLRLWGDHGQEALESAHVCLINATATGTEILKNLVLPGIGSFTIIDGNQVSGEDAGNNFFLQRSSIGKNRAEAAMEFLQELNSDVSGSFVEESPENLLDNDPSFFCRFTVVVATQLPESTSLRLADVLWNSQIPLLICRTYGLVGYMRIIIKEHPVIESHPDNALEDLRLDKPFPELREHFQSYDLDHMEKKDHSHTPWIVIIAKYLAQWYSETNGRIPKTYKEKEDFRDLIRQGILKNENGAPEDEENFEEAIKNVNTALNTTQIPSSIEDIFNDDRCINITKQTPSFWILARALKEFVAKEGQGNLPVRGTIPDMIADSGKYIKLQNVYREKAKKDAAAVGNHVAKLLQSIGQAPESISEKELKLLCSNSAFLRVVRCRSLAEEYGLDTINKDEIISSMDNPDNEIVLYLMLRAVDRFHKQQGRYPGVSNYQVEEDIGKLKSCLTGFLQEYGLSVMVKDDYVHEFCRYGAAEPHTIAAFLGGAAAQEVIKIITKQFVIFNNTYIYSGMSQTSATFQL
DNMT1 block: DNMT1 (human) enzyme inhibition | P26358 | DNMT1 molecular beacon, Hinp1I cleavage, fluorescence | inhibition (reported as % activation of signal), % at 10 µM | hit rate 0.83% among 360,000; in the data active means inhibition above about 50%
CendR NRP1 mod: NRP-1/CendR interaction modulation. O14786. FAM-RPARPAR peptide binding to NRP-1, fluorescence polarization. inhibition, % at 25 µM. hit rate 0.85% among 360,000. AID 602438;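 active means inhibition or corrected inhibition above about 18%, plus a signal ratio from 0.5 to 1.5, limit read from the data, passing the limit was not always enough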; further: strong numbers were not always called active
Scp-1 inhibitor: blocks human Scp-1 phosphatase activity; Recombinant Scp1, phosphopeptide, malachite green phosphate absorbance; AID 493091; inhibition, % at 20 µM; hit rate 0.88% among 340,000;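 active means inhibition above about 50% at 20 µM, limit read from the data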;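 further: plate controls were DMSO wells with enzyme for no effect and wells lacking enzyme for full effect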
Target sequence (Q9GZU7 76-261 limits assumed): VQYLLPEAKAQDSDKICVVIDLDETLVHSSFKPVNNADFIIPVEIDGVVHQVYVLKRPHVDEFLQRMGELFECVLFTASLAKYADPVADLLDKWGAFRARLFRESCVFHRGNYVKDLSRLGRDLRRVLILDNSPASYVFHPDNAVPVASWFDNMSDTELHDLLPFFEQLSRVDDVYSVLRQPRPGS
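Test system: SCP-1 phosphatase catalytic domain, residues 76-261 | Compound dosing: One concentration, 20 µM, with 1.0% DMSO | Schedule: 45 min room-temperature reaction, 5 min colour, 30 min stabiliser | Detection: Absorbance at 630 nm | Read-out basis: % inhibition of SCP-1 phosphate liberation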
TbMetRS inhib: Trypanosoma brucei MetRS inhibition. purified T. brucei MetRS, ATP depletion, Kinase-Glo luminescence. inhibition, % at 11.9 µM. hit rate 0.4% among 360,000;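 active means inhibition above a per-plate cutoff of the control wells' mean inhibition plus 3 SD, cut at about 5.5% in these data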;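 further: 0% = DMSO wells median and 100% = median of wells with control inhibitor compound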
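Dosing: 11.9 µM compound single dose, 0.9% DMSO; Assay system: purified T. brucei MetRS enzyme; Measured by: Kinase-Glo luciferase luminescence reporting remaining unconsumed ATP; Schedule: 15 min plus 2 h at 25 °C.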
Active calls of the source: *; i = inactive; · = not tested or not shown.

Below each SMILES: SUMO1-SIM PPI	LMPTP inh	SKN-1 inh	STEP block	NadD inh	Neddylation inh	DNMT1 block	CendR NRP1 mod	Scp-1 inhibitor	TbMetRS inhib
(1) COc1ccc2c(c1)[nH]c(=O)c1sc3ccccc3c12
  -6	1.7	-2	0	8	i	43	-2	3	-0.3
(2) CCOC(=O)CSc1[nH]c2cc(OC)ccc2c1[N+](=O)[O-]
  -24	-1.0	-3	3	2	i	0	-5	-7	-0.6
(3) O=C(N[C@@H]1C/C=C\C[C@H](CC(=O)N(CCO)Cc2ccccc2)C(=O)N[C@@H](Cc2c[nH]c3ccccc23)COC1=O)OCC1c2ccccc2-c2ccccc21
  4	2.6	7	5	34*	i	-21	3	-4	0.6
(4) CC(=O)C1=NOC(CNc2ncc(C(F)(F)F)cc2Cl)C1 (centres undefined)
  1	-0.1	-1	1	-1	i	0	9	-4	-0.3
(5) COc1ccc(CN2CCC(C)(Oc3cccc(F)c3)C2)c2ccccc12 (centres undefined)
  -1	0.5	4	4	-1	i	4	-1	·	0.5
(6) CCC(C)(C(=O)NC1CCCC1)N(C(=O)CNC(C)=O)c1ccc(C)cc1 (centres undefined)
  1	0.2	13	-2	1	i	-1	7	0	-0.2
(7) COc1cc(NC(=O)c2cc3c(=O)n(C)c4ccccc4c3n2C)cc(OC)c1OC
  24	-0.6	6	0	-5	·	-10	-3	-15	-1.2
(8) COc1ccccc1NC(=O)c1ccc(-c2ccc(Br)cc2)o1
  -3	0.5	-5	2	-11	i	-4	-16	-17	-0.1
(9) CN(CC(=O)N1CC(=O)N(CCc2ccccc2)C(=O)C1)S(=O)(=O)c1cccc2nsnc12
  -22	0.2	-13	-4	-3	i	2	-9	-2	0.4
(10) COCCN(CC(=O)Nc1ccccc1C(F)(F)F)C(=O)c1ccc(-n2cccn2)cc1
  -3	-2.3	9	0	1	i	6	-11	1	-0.5
(11) COc1cccc(CN2CCC2(C)C(=O)Nc2cnc3ccccc3c2)c1F (centres undefined)
  6	-0.4	-4	1	-3	i	-3	-8	·	0.4
(12) O=C(CC1SCCNC1=O)Nc1cccc(C(F)(F)F)c1 (centres undefined)
  -1	-1.0	-11	0	-1	i	4	-1	-3	-1.6
(13) CCC(C)(C)n1nnnc1C(c1cc2cc3c(cc2[nH]c1=O)OCO3)N1CCCCC1 (centres undefined)
  -1	-0.8	-9	-7	2	i	-1	0	22	0.8
(14) S=C(NCCc1ccccc1)Nc1cnc2ccccc2c1
  -9	-0.1	8	0	-8	i	-3	3	-6	0.8
(15) CCOC(=O)Cn1nc(-c2ccccc2)c2ccccc2c1=O
  5	-1.2	0	-1	-1	i	1	-12	2	-0.2

Additional records follow.
Below each SMILES: SUMO1-SIM PPI	LMPTP inh	SKN-1 inh	STEP block	NadD inh	Neddylation inh	DNMT1 block	CendR NRP1 mod	Scp-1 inhibitor	TbMetRS inhib
(16) CC(C)C(=O)Nc1nnc(S(=O)(=O)N2CCCc3ccccc32)s1
  6	-0.3	-2	0	-2	i	1	-9	-5	-0.2
(17) Cc1nc(-c2nc(CC(=O)NNC(=O)c3ccc(Cl)cc3)cs2)cs1
  2	-0.9	7	-1	-1	i	0	8	-4	-0.4
(18) O=[N+]([O-])c1ccc(S(=O)(=O)Nc2ccc(-c3ccc(N4CCOCC4)nn3)cc2)cc1
  -27	1.6	2	2	6	i	-5	-3	-6	0.5
(19) COc1cc(CN2C[C@@H](CO)O[C@@H](n3cnc4c(NCCN(C)C)ncnc43)C2)cc(OC)c1OC
  -8	-1.8	-2	0	-2	i	3	6	·	-0.4
(20) COc1cc(NC(=O)[C@H]2CCCN2S(=O)(=O)c2cccc3cccnc23)cc(OC)c1OC
  -7	-1.5	-5	-4	0	i	0	-2	-6	0.2
(21) CCOc1ccc(NC(=O)CSc2nnc(C)n2CCCOC)cc1
  -1	-1.0	10	2	-4	i	3	3	-11	-0.1
(22) CCOC(=O)C1(CCCc2ccccc2)CCN(C(=O)CSC)CC1
  2	-0.4	7	-5	-1	i	-1	-5	-3	-1.1
(23) O=C(COc1ccccc1)Nc1cccc(-c2nc3ccccc3[nH]2)c1
  3	0.0	-1	-3	-1	i	-5	3	0	21*
(24) COc1cc(C=Cc2nnc3c4ccccc4cnn23)cc(OC)c1OC
  -85	0.0	-6	2	-4	i	2	-1	·	-0.2
(25) Cc1onc(-c2ccccc2)c1C(=O)Nc1cccc(C#N)c1
  1	-0.7	-1	4	-5	i	2	-11	-12	-0.3
(26) COc1cc(S(=O)(=O)N(Cc2cccnc2)Cc2cccc(OC)c2OC)ccc1-n1cnnn1
  -4	-1.9	-2	0	0	i	0	-14	-12	-0.2
(27) CC(=O)Nc1cccc(NC(=O)CSc2nc(C)c(C)c(C)c2C#N)c1
  6	-1.2	-5	-1	-1	i	-12	-2	0	1.0
(28) O=C(NNC(=O)c1ccccc1Br)c1ccc(Cl)cc1
  -2	-1.6	8	-1	0	i	-1	-3	-3	-0.5
(29) Cc1ccc(C)c(NC(=O)CSc2c(C)n[nH]c2C)c1
  5	-1.3	-4	-2	-6	i	1	-7	-8	-0.1
(30) Nn1cnc2scc(-c3ccco3)c2c1=O
  -10	-1.3	21	0	1	i	0	-3	-4	0.0

(continued)
Below each SMILES: SUMO1-SIM PPI	LMPTP inh	SKN-1 inh	STEP block	NadD inh	Neddylation inh	DNMT1 block	CendR NRP1 mod	Scp-1 inhibitor	TbMetRS inhib
(31) CCCC(=O)Nc1cccc(NC(=O)c2ccccc2Br)c1
  -4	-0.1	7	-2	-2	i	-1	6	-4	-0.2
(32) Cc1onc(-c2ccccc2Cl)c1C(=O)Nc1ccc(S(=O)(=O)NCC2CCCO2)cc1 (centres undefined)
  0	-1.2	-9	-2	-7	i	2	-6	-4	-1.2
(33) O=C(CCC(=O)OCC(=O)c1cccc([N+](=O)[O-])c1)Nc1ccccc1Cl
  -18	-2.3	-25	0	8	i	3	-6	-7	-0.4
(34) COC(=O)C1=CN(C(C)C)C=C(C(=O)OC)C1c1cc(Br)c(OC)c(OC)c1
  -14	2.0	13	1	-5	·	-6	17	-10	0.3
(35) c1cc(-c2nsc(-c3ccncc3)n2)ccn1
  -23	-0.8	7	27	-7	i	0	5	-11	-0.8
(36) O=C(CC(O)(c1ccccc1)c1ccccc1)Nc1ccccn1
  -4	0.2	11	-2	-1	i	2	-10	0	-0.4
(37) COc1ccccc1CN(C)C(=O)C1COc2ccccc2O1 (centres undefined)
  2	0.8	-4	0	3	i	-3	0	-7	-0.2
(38) COc1ccc(S(=O)(=O)N2CCC(C(=O)NCCN3CCOCC3)CC2)cc1
  2	-1.4	1	-1	1	i	0	16	-6	-0.3
(39) Cn1nc(-c2ccc(C(=O)Nc3ccc(F)cc3)cc2)c2ccccc2c1=O
  4	3.0	13	12	-1	i	-1	-19	60*	-0.2
(40) CC(C)Cc1ccc(CN2C(C(C)C)C(=O)N(Cc3cn(CCC4OCCO4)nn3)CCS2(=O)=O)cc1 (centres undefined)
  5	1.3	-3	2	-11	i	2	-3	·	-0.4
(41) Cc1c(NC(=O)c2cccc(NC(=O)Cc3ccc(Cl)cc3)c2)c(=O)n(-c2ccccc2)n1C
  0	-1.1	-4	-1	4	i	4	-4	-3	-0.3
(42) COC(=O)c1ccccc1NC(=S)NC(=O)c1ccccc1F
  -2	-1.3	-2	-1	-9	i	9	-9	-7	-0.8
(43) Cc1cc(-c2ccccc2)c2c(=O)[nH][nH]c2n1
  -1	-1.4	3	3	2	i	7	3	-7	0.8
(44) CN(C)S(=O)(=O)c1ccc(Cl)c(NC(=O)COC(=O)c2ccc(O)cc2)c1
  5	-0.9	-1	-3	-4	i	-1	6	-4	-0.3
(45) COc1ccc(-n2c(N)c(C(=O)NCc3ccco3)sc2=S)cc1
  -8	18	11	-2	-1	i	-3	-1	-5	-0.5

(continued)
Below each SMILES: SUMO1-SIM PPI	LMPTP inh	SKN-1 inh	STEP block	NadD inh	Neddylation inh	DNMT1 block	CendR NRP1 mod	Scp-1 inhibitor	TbMetRS inhib
(46) CSc1ncccc1C(=O)N1CCCC(C(=O)c2cc(F)ccc2F)C1 (centres undefined)
  0	1.6	-9	0	0	i	2	2	3	-1.5
(47) CC1Cc2ccccc2N1CC(=O)NC(=O)NCc1ccccc1 (centres undefined)
  1	-0.7	-11	2	-9	i	1	-1	-1	-0.9
(48) CC1(C)CC(NC(=O)c2ccc(Cl)cc2)CC(C)(C)N1
  1	-2.1	-4	1	-5	i	2	1	-7	-0.1
(49) CCOC1=C2[C@H](c3ccccc3)N(S(=O)(=O)c3ccc(C)cc3)C(C(C)(C)C)[C@H]2n2c(=O)n(-c3ccccc3)c(=O)n2C1 (some centres undefined)
  0	1.3	9	2	15	i	0	3	·	0.2
(50) COc1ccc(C(Nc2ccccn2)c2c(NC(=O)c3ccco3)sc(C)c2C)cc1OC (centres undefined)
  -1	-0.6	12	-1	2	i	-4	9	-1	-0.9
(51) CCc1nc2nc(C)c(NS(=O)(=O)c3ccc(Cl)cc3)c(=O)n2[nH]1
  5	-1.3	0	7	-2	i	0	2	-5	-0.1
(52) c1ccc(-c2ccc(OCCCNC3CCCC3)cc2)cc1
  -3	1.2	55*	2	-4	i	2	1	-3	-0.6

Quoted from the results shown (5 entries):
Below each SMILES: SUMO1-SIM PPI	LMPTP inh	SKN-1 inh	STEP block	NadD inh	Neddylation inh	DNMT1 block	CendR NRP1 mod	Scp-1 inhibitor	TbMetRS inhib
(48) CC1(C)CC(NC(=O)c2ccc(Cl)cc2)CC(C)(C)N1
  1	-2.1	-4	1	-5	i	2	1	-7	-0.1
(49) CCOC1=C2[C@H](c3ccccc3)N(S(=O)(=O)c3ccc(C)cc3)C(C(C)(C)C)[C@H]2n2c(=O)n(-c3ccccc3)c(=O)n2C1 (some centres undefined)
  0	1.3	9	2	15	i	0	3	·	0.2
(50) COc1ccc(C(Nc2ccccn2)c2c(NC(=O)c3ccco3)sc(C)c2C)cc1OC (centres undefined)
  -1	-0.6	12	-1	2	i	-4	9	-1	-0.9
(51) CCc1nc2nc(C)c(NS(=O)(=O)c3ccc(Cl)cc3)c(=O)n2[nH]1
  5	-1.3	0	7	-2	i	0	2	-5	-0.1
(52) c1ccc(-c2ccc(OCCCNC3CCCC3)cc2)cc1
  -3	1.2	55*	2	-4	i	2	1	-3	-0.6

The order is random. About 4.6% of those tested had a hit in this group.
